# Autophagy mod: alters autophagy in cells. MEF GFP-LC3 puncta imaging; test concentration mostly 10 µM. calls only at 10 µM (by protocol). hit rate 0.98% among 190,000. AID 463193;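 active = percentage of spot-positive cells more than 3 SD above its plate mean, without a fluorescence outlier flag or 80% toxicity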;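 note: spot-positive cell cutoff set from DMSO-treated cells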
# b-catenin transl: modulators of beta-catenin nuclear translocation. nuclear translocation activity, % at 5 µM. hit rate 0.3% among 190,000. HeLa beta-catenin nuclear translocation, immunofluorescence imaging. AID 1665;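 active = nuclear translocation activity above 50% at 5 µM, with a well cell count of 50 or more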;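 note: per-cell ratio of nuclear to cytoplasmic median beta-catenin stain intensity; plate controls were DMSO negative control for no effect and GSK-3 inhibitor IX positive control for full effect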
#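 Technique: fluorescence imaging of beta-catenin antibody stain plus DAPI / Material: human HeLa cell line / Incubation: compound treatment 24 h, 37°C, 5% CO2 / Read-out basis: % activation of per-cell nuclear versus cytoplasmic median beta-catenin signal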
# human PMI inhibitors: MPI inhibition at elevated mannose 6-phosphate – biochemical, fluorescence intensity, high mannose 6-phosphate, primary screen (AID 1220); recombinant PMI enzyme, coupled fluorescence intensity; higher % means a stronger effect; inhibition, % at 20 µM, or IC50 in µM where a hit was titrated; hit rate 0.66% among 190,000
# TNAP activators: human TNAP enzyme activators, primary screen, biochemical, luminescent, no phosphate acceptor, uHTS (AID 1001). purified TNAP, luminescent activation assay, no phosphate acceptor; higher activation fold means a stronger effect. hit rate 0.03% among 200,000. one-dose activation fold at 20 µM; EC50 in µM for titrated hits; in the data active = activation fold from about 3, or a potency from the dose series; inactive = the rest, 99 in 100 with activation fold below about 1.6; note: many of its hits are not listed in these tables
# Ins promoter up: MIN6 insulin promoter up-regulation. MIN6 insulin promoter-GFP reporter, high-content imaging; stronger effect = higher value. z-score at 5 µM. hit rate 0.3% among 190,000. AID 1625;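 active = z-score above 3 at 5 µM with at least 500 cells counted in the well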
# MT stabilizer: microtubule stabilization, imaging screen | HeLa tubulin immunostaining HCS, 24 h; share of cells brighter than vehicle mean+2SD | % tubulin-high responders, % at 10 µM | hit rate 0.83% among 200,000;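 active = plate Z-score above 3 for both tubulin-high and condensed-nucleus cell shares, with cell loss under 80%, at 10 µM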;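 note: anti alpha tubulin signal scored within the nucleus-defined area of each cell; some results filed as inactive read as strong as hits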
# T cell modulator: T cell immune modulators affecting CD8 T cell-vesicle binding; 2C CD8+ T cell-vesicle binding, flow cytometry; stronger effect = lower value; calls only at 7 µM; hit rate 0.068% among 330,000; AID 2052;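 active = response, share of CD8 T cells binding vesicles, and their 90th percentile fluorescence all below set limits, cut at about 80% in these data, passing the limit was not always enough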
#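 Material: murine 2C transgenic CD8+ T lymphocytes / Also added: QL9-peptide-loaded Drosophila micro-vesicles bearing Ld, ICAM-1 and B7-1 / Schedule: binding step 1.5 h, 37 °C, antibody labelling 20 min, ice / Signal: flow cytometry, PE anti-B7-1 (FL2) versus Alexa647 anti-CD8 (FL8), PFA-fixed / Evaluation: percent CD8+ FL2 mean versus row control / Benchmarks: naked versus QL9-loaded vesicles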
# Lipid droplet: modulators of hepatic lipid droplet formation; AML12 mouse hepatocytes, oleate lipid droplets, BODIPY imaging; inhibition, % at 6.5 µM; hit rate 0.4% among 240,000; AID 1656;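 active = lipid droplet intensity inhibited by at least 50%, with more than 500 cells counted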
#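 material = mouse AML12 hepatocyte cell line, fixed after treatment | also added = 100 µM oleic acid challenge | doses = compound at 6.5 µM only | schedule = overnight exposure | technique = Image-based BODIPY and DAPI two-channel analysis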
# human PMI inhibition: MPI enzyme activity inhibition – biochemical, fluorescence intensity, coupled assay, primary screen (AID 1209). purified PMI enzyme, coupled fluorescence intensity; higher % means a stronger effect. inhibition, % at 20 µM, or IC50 in µM where a hit was titrated. hit rate 0.42% among 190,000;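 note: plate controls were DMSO vehicle for no effect and wells lacking substrate for full effect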
# Ins promoter up cell count: further read-out of Ins promoter up, marked with its call; cell count; measured here: cytotoxicity, nuclei count;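 total cells summed across four imaged fields per well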
# Lipid droplet cells 6.5 µM: also measured in Lipid droplet; calls as there; cell count; measured here: cell count, cytotoxicity flag;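 cells counted across two imaged fields per well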
# b-catenin transl cell count 5 µM: also measured in b-catenin transl; calls as there; cell count; measured here: cell count, cytotoxicity flag
# T cell modulator vesicle-bound %: also measured in T cell modulator; calls as there; double positive events, %; measured here: CD8+ vesicle-bound cell fraction;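 binding gate set so that unloaded-vesicle control wells show 10% double positive cells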
# MT stabilizer Hoechst-high %: second read-out of MT stabilizer, no call of its own (marks repeat the call); % Hoechst-high responders; measured here: nuclear condensation Hoechst responders;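 share of cells brighter than vehicle mean plus two SD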
# MT stabilizer cytotoxicity %: further read-out of MT stabilizer, marked with its call; toxicity, %; measured here: cytotoxicity by cell density;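 0% = mean cell density of plate MIN control wells and 100% = no cells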
# Autophagy mod cell loss 18 h: recorded beside Autophagy mod, whose call it bears; toxicity, %; measured here: cell loss, nuclei count;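 cell loss after 18 h compound exposure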
# Starred values were filed as active, the others as inactive; i = inactive; · = not tested or not shown; + = active, no number. Cut-off read from the data, not from the text of the source, unless noted: active = inhibition above about 50%; inactive = the rest.
SMILES,Autophagy mod,Autophagy mod cell loss 18 h,b-catenin transl,b-catenin transl cell count 5 µM,human PMI inhibitors,TNAP activators,Ins promoter up,Ins promoter up cell count,MT stabilizer,MT stabilizer Hoechst-high %,MT stabilizer cytotoxicity %,T cell modulator,T cell modulator vesicle-bound %,Lipid droplet,Lipid droplet cells 6.5 µM,human PMI inhibition
COc1cc(/C=N/NC(=O)CCc2n[nH]c(=O)[nH]c2=O)ccc1O,i,-4.7,-1.1,1171,9.7%,1,-0.28,1401,6.7,1.9,11.5,i,66.1,21.0,743,13.1%
O=S(=O)(NC1CC1)c1ccc(S(=O)(=O)N2CCCC3(CCCCC3)C2)cc1,i,6.1,·,·,4.7%,1.1,0.07,1150,2.8,2.4,4.5,i,16.5,7.8,691,7.4%
CS(=O)(=O)N(CC(=O)NCc1ccc2c(c1)OCO2)C1CCCCC1,i,-9.4,0.2,1509,-3.6%,1.1,-0.31,1422,1.4,1.3,7.2,i,57.1,2.9,704,0.6%
Cc1cc(C)nc(SCc2ccc(C(=O)NN=C3CCCC3)cc2)n1,i,2.9,1.0,1116,2.4%,2.2,1.63,1280,1.8,2.7,5.1,i,13.2,-6.1,683,8.8%
COCCn1c(-c2ccc(-c3ccccc3Cl)o2)nc2c1c(=O)[nH]c(=O)n2CC(C)C,i,10.7,3.3,1435,2.5%,1,-2.63,1077,7.7,12.0,18.3,i,21.8,·,·,-3.2%
Nn1cc(-c2ccccc2)nc1SCC(=O)Nc1ccc2c(c1)OCO2,i,9.8,-1.3,1146,40.3%,1.6,0.01,1430,1.6,2.3,9.2,i,17.0,6.9,572,17.5%
COCCn1nnnc1C(CC(C)C)N1CCN(c2cccc(OC)c2)CC1 (stereo not given),i,-6.4,-4.0,1262,3.3%,1.1,0.21,1193,3.3,3.2,5.6,·,·,-0.1,727,9.4%
O=C(CC(Nc1cccc(Cl)c1Cl)C(=O)O)c1ccccc1 (stereo not given),i,3.9,1.4,1354,-5.9%,1.1,0.39,1449,1.9,2.2,4.9,i,16.0,-3.7,728,0.1%
C=CCn1c(SCC(=O)c2cc(C)n(CCOC)c2C)nc2sc(C)c(C)c2c1=O,i,-15.2,-0.6,1435,0.2%,1.1,1.27,887,2.7,2.2,8.7,i,32.6,·,·,5.9%
Cc1ccc(NC(=O)Nc2nc3ccccc3s2)cc1NC(=O)Nc1nc2ccccc2s1,·,·,-0.6,1179,·,·,0.09,1381,·,·,·,i,19.6,2.7,641,·
Cc1ccc([N+](=O)[O-])cc1N(CC(=O)N1CCCCC1)S(C)(=O)=O,i,15.5,-0.8,1020,4.1%,1.1,-0.34,1597,6.4,2.1,22.0,i,28.9,2.7,645,1.8%
COc1ccc(CC(NC(=O)c2ccccc2)C(=O)NCC(=O)O)cc1 (stereo not given),·,·,·,·,-0.1%,1.1,-0.75,1043,4.3,2.6,10.6,i,23.9,·,·,-0.2%
O=C(Nc1ccccc1-c1ccccc1)c1ccc(NC(=O)c2ccco2)cc1,i,-3.3,1.7,1212,6.2%,1.1,-0.47,950,1.6,2.2,9.7,i,50.5,18.0,804,7.7%
Cc1ccc(NC(=O)Cn2nc(C)c([N+](=O)[O-])c2C)cc1Cl,i,3.1,-5.9,1114,-1.3%,1.1,0.21,1532,3.6,2.7,10.5,·,·,2.1,677,-0.4%
CNc1nc(N/N=C/c2cc3c(cc2[N+](=O)[O-])OCO3)nc(Nc2ccccc2)n1,i,0.5,0.8,1093,-8.6%,1,-1.67,1037,6.3,2.7,2.3,i,14.3,9.4,776,-30.7%
Cc1ccc(NC(=O)N2CCCCC2)cc1[N+](=O)[O-],·,·,-5.3,1245,·,·,-0.21,1429,·,·,·,i,42.5,4.8,416,·
COC(=O)c1ccccc1-c1ccc(C(c2c(C)[nH][nH]c2=O)c2c(C)[nH][nH]c2=O)o1,i,16.9,1.2,1539,·,1,0.18,1533,3.9,1.8,10.2,i,63.4,28.5,723,·
CC(C)CCN1CCN(Cc2ccc(N3CCNC3=O)cc2)CC1CCO (stereo not given),i,10.2,-1.3,1034,-3.9%,1.1,0.57,1362,1.8,1.5,4.3,i,18.2,-8.3,722,-3.6%
O=C(CCc1ccccc1)Nc1ccc(N2CCOCC2)cc1,i,1.9,1.1,711,-0.6%,1.2,-0.32,1178,2.6,1.0,4.7,i,26.9,·,·,-7.8%
CCCCCCCCSc1nnc2[nH]c(=O)cc(N)n12,i,9.7,0.7,1052,-4.6%,1.4,-0.47,1072,2.1,2.3,3.9,i,58.9,-7.3,747,-2.4%
COc1ccc(NC(=O)Nc2ccc3c(c2)CCC3)c(OC)c1,i,-8.9,0.4,861,19.8%,1.1,0.37,1498,3.4,2.1,6.9,i,13.2,-14.1,667,16.8%
COc1cc(OC)cc(C(=O)NC(=S)Nc2nnn(C)n2)c1,·,·,2.8,1277,·,·,0.47,1040,·,·,·,i,26.3,3.4,768,·
N#Cc1ccccc1NC(=O)CSc1nnc(-c2ccc(F)cc2)n1-c1ccccc1,i,26.2,-0.3,1112,10.9%,1.1,·,·,3.2,1.3,4.8,·,·,-27.3,521,8.4%
COc1ccc2[nH]c3c(NCc4ccco4)ncnc3c2c1,i,56.4,6.1,1386,6.7%,1.1,-0.28,1330,27.0*,32.3*,32.3*,i,44.6,·,·,12.9%
O=c1[nH]c2cc3c(cc2cc1C(c1nnnn1C1CCCC1)N1CCCc2ccccc21)OCCO3 (stereo not given),·,·,-2.5,1165,27.2%,1,-0.18,1142,·,·,·,·,·,·,·,12.8%
O=C(COC(=O)CC1c2ccccc2CCN1S(=O)(=O)c1ccc(F)cc1)Nc1ccccc1 (stereo not given),i,11.3,-1.6,1082,17.3%,1,-0.16,1536,3.5,2.5,6.4,i,21.0,-1.2,498,25.6%
C/C(=N\NC(=O)c1cc(C(C)C)[nH]n1)c1ccco1,+,-18.1*,-2.4,1102,14.1%,1.6,1.01,1466,4.9,1.9,4.1,i,44.5,0.5,668,16.3%
CCCc1nc2sc3c(c2c(=O)n1NC(=O)CCC(=O)O)CCCC3,i,4.1,-1.9,1063,5.7%,1.2,0.09,2030,2.2,1.9,9.6,i,28.0,12.3,651,11.7%
COc1ccc(N2C(=O)CS/C2=N\C(=S)Nc2ccccc2)cc1,·,·,-0.8,1110,·,·,-0.37,1391,·,·,·,i,43.4,-27.5,682,·
COc1cc(SC)ccc1C(=O)Nc1cccc(C)n1,i,7.8,0.9,1468,·,1,·,·,2.4,2.2,6.0,i,34.5,5.6,737,·

# The list goes on (two carried over from the part before).
SMILES,Autophagy mod,Autophagy mod cell loss 18 h,b-catenin transl,b-catenin transl cell count 5 µM,human PMI inhibitors,TNAP activators,Ins promoter up,Ins promoter up cell count,MT stabilizer,MT stabilizer Hoechst-high %,MT stabilizer cytotoxicity %,T cell modulator,T cell modulator vesicle-bound %,Lipid droplet,Lipid droplet cells 6.5 µM,human PMI inhibition
COc1ccc(N2C(=O)CS/C2=N\C(=S)Nc2ccccc2)cc1,·,·,-0.8,1110,·,·,-0.37,1391,·,·,·,i,43.4,-27.5,682,·
COc1cc(SC)ccc1C(=O)Nc1cccc(C)n1,i,7.8,0.9,1468,·,1,·,·,2.4,2.2,6.0,i,34.5,5.6,737,·
O=C(N/N=C/c1ccc([N+](=O)[O-])cc1)C(=O)N1CCCC1,i,-27.4,2.7,863,-1.6%,1,·,·,1.6,1.3,2.2,i,39.3,-16.4,705,0.9%
O=C(/C=C/c1ccco1)Nc1cccc(NC(=O)/C=C/c2ccco2)n1,i,-9.4,·,·,-57.3%,1,-0.72,1086,2.9,2.0,6.1,i,29.0,7.2,621,-46.8%
Cc1cc(NC(=O)CSc2nnc(-c3cccnc3)n2C)no1,i,6.1,-5.6,904,-10.4%,1.1,0.81,1221,2.4,1.8,9.0,i,32.1,·,·,-7.5%
CCOC(=O)N1CCN(C(=O)c2oc3ccc(S(=O)(=O)N4CCOCC4)cc3c2C)CC1,i,-55.9,·,·,1.5%,1.1,0.02,1154,2.9,2.3,7.1,i,26.8,14.2,758,5.2%
O=C(CCC(=O)c1cccs1)Nc1ccc(N2CCCCC2)cc1,i,2.0,-0.4,1144,16.2%,1,0.44,966,2.8,2.0,8.5,i,21.2,1.8,756,9.6%
CCCCCCCc1nc2nc(C)c(Br)c(=O)n2[nH]1,·,·,-2.2,1413,·,·,0.11,1033,·,·,·,i,51.7,2.5,764,·
Cc1ccc2nc(N3C(=O)C(O)=C(C(=O)c4cc5ccccc5o4)C3c3cccs3)sc2c1 (stereo not given),i,11.4,1.8,747,-103.2%,0.9,1.08,1563,8.2,1.4,6.4,i,50.2,·,·,-41.8%
CCOC(=O)C1C(=O)CC(C)(O)C(C(=O)OCC)C1c1cccc(OC(F)(F)C(F)F)c1 (stereo not given),i,-1.0,-3.8,1011,12.8%,1.1,0.08,1196,8.6,2.3,9.4,i,34.3,·,·,5.9%
O=C(O)c1cc(NS(=O)(=O)c2ccc(N3CCOCC3)c([N+](=O)[O-])c2)cc(C(=O)O)c1,i,3.6,-1.4,1082,3.5%,1,0.7,1624,2.9,1.7,4.6,i,42.2,3.3,713,5.0%
c1ccc(-n2c(-c3ccco3)nnc2-c2ccco2)cc1,i,-5.6,-2.6,1222,9.3%,1.1,·,·,0.9,1.1,7.3,i,41.5,4.6,778,5.4%
CC1CN(c2oc(-c3ccco3)nc2C#N)CC(C)O1 (stereo not given),i,2.0,-12.4,638,6.2%,1.1,0.62,1049,3.4,2.1,5.5,i,17.9,·,·,9.7%
O=C(NCC1CCCO1)C(c1cccs1)N(Cc1cccs1)C(=O)Cn1nnc(-c2cccs2)n1 (stereo not given),i,7.1,1.8,1162,6.8%,1.1,-0.61,1013,4.0,3.8,6.5,i,43.3,-1.1,712,8.1%
CCN(CC)S(=O)(=O)c1ccc(C(=O)OCn2nnc3ccccc3c2=O)cc1,i,12.7,·,·,8.2%,1.1,-0.14,1218,1.8,3.3,10.7,i,36.0,-2.6,618,9.3%
Cn1c(=O)cc(N)n(Cc2ccccc2)c1=O,i,5.6,·,·,12.9%,1.1,0.08,976,2.1,1.8,3.2,i,36.0,-3.3,745,12.3%
